TTR transcr act – TTR transcription activation, primary screen; SH-SY5Y TTR promoter Gaussia luciferase, luminescence; 100% = recombinant luciferase protein wells; activation, % at 16.7 µM; 92,000 tested, 1.3% active;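 active = activation above the mean of all tested compounds plus 3 SD, cut at about 9.5% in these data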;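 note: cells exposed to compounds for one day before reading; 0% = median of all test compound wells on the plate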
* marks the source's active call; other numbers are inactive results. An excerpt (hit frequency here may not be typical).

molecule	TTR transcr act
Cc1cc(NC(=O)Nc2cc(C)nn2-c2ccccc2)n(-c2ccccc2)n1	0.3
Cc1cc(S(=O)(=O)N2CCN=C2c2ccccc2)c(Cl)cc1Cl	-1.6
Cc1ccccc1OCCSc1nnc(-c2ccncc2)n1C	0.8
CC1(NC(=O)Cc2csc(-c3cccc(Cl)c3)n2)CCS(=O)(=O)C1 (stereo not drawn)	8.0
O=C(N/N=C/c1ccncc1)c1ccccc1[N+](=O)[O-]	1.5
CCN(Cc1ccccc1)C(=O)COc1ccccc1	-1.3
O=C(CSc1ccc2nnc(-c3ccccn3)n2n1)NCc1ccco1	-0.9
Cc1ccc(S(=O)(=O)N2CCOCC2)cc1C(=O)OCc1nnc(-c2ccccc2)o1	-1.7
O=C(NNC(=S)Nc1ccc(F)cc1)C1[C@H]2CCCC[C@@H]12 (stereo partly drawn)	-0.3
CCN(CC)C(=O)CSc1ncnc2sc(C)c(C)c12	1.2
O=C(NCCc1cccc(F)c1)C1CCC(=O)N(CCCc2ccccc2)C1 (stereo not drawn)	-0.3
CCc1sc(C(=O)Nc2ccc3nc(C)sc3c2)cc1C	0.0
Cn1cnc(S(=O)(=O)Nc2ccc3c(c2)OCCO3)c1	-1.3
COC(=O)c1cccc(Cn2ccc3ccc(-c4ccc5ccn(C(=O)C6CCC6)c5c4)cc32)c1	1.2
Cn1ccc(C(=O)OCC(=O)Nc2ccccc2)n1	-0.4
O=C(C1CCN(S(=O)(=O)N2CCOCC2)CC1)N1CCN(c2ccc(F)cc2)CC1	1.7
O=C(C[n+]1ccccc1)Nc1ccc(Cl)c([N+](=O)[O-])c1	1.4
Cn1cccc1-c1nc2ccccc2n1Cc1ccccc1	-1.0
O=C(Nc1ccc(Br)cc1)c1cccn1-c1ncc(C(F)(F)F)cc1Cl	1.1
CC(C)=CCC(C)(C)C1OCCN1C(=O)Nc1ccccc1 (stereo not drawn)	-1.8
COc1ccc(C(C[N+](=O)[O-])c2c(-c3ccccc3)cc3ccccn23)c(OC)c1 (stereo not drawn)	-2.3
COc1ccccc1NC(=O)/C=C\C(=O)O	-0.7
O=C(OCc1cn(Cc2ccccc2Cl)nn1)N1CCOCC1	1.9
O=c1[nH]c(C(F)(F)F)nc2c1nnn2Cc1ccccc1F	1.9
COc1ccc(NC(=O)COC(=O)CN2C(=O)c3ccccc3C2=O)cc1	2.4

The final 4 compounds of the part before open the next one.
molecule	TTR transcr act
COc1ccccc1NC(=O)/C=C\C(=O)O	-0.7
O=C(OCc1cn(Cc2ccccc2Cl)nn1)N1CCOCC1	1.9
O=c1[nH]c(C(F)(F)F)nc2c1nnn2Cc1ccccc1F	1.9
COc1ccc(NC(=O)COC(=O)CN2C(=O)c3ccccc3C2=O)cc1	2.4
O=S(=O)(Cc1cc(Sc2ccccc2)nc(-c2ccccc2)n1)c1ccccc1	3.2
Cc1ccc(NC(=O)Cn2nc(-c3ccccc3)nc2-c2ccccc2)c(C)c1	-2.0
O=C1N=C(N2CCCCC2)S/C1=C\c1ccc(Br)cc1	-0.8
Cn1cc(CN2CCC(n3nccc3NC(=O)c3ccc4c(c3)OCO4)CC2)cn1	4.3
CCCCn1nc2cc(C(=O)NC3CCc4ccccc43)ccc2c1OCC (stereo not drawn)	0.6
Cc1cccc(/C=C2/Sc3ccc(C(=O)NCCCN4CCOCC4)cc3NC2=O)c1	-0.3
Cc1ccccc1-c1noc(-c2ccccc2C(=O)NCC2CCCO2)n1 (stereo not drawn)	5.7
CC(=O)Nc1cccc(C(=O)N(Cc2ccccc2)Cc2ccccc2)c1	-1.2
Cn1c(=O)c(C(=O)CN2CC(=O)Nc3ccccc32)c(N)n(Cc2ccccc2)c1=O	1.4
COC(=O)CC1C(=O)NCCN1C(=O)CSc1nnc(Nc2ccc(C)cc2)s1 (stereo not drawn)	-2.2
Brc1ccc(OCCOc2cccc3cccnc23)cc1	0.6
CCC(=O)NC(Nc1c(C)n(C)n(-c2ccccc2)c1=O)C(Cl)(Cl)Cl (stereo not drawn)	0.0
COc1ccc(-c2ccc3oc(-c4ccc(OC)cc4)c(C#CCCO)c3c2)cc1	-3.9
COC(=O)c1ccc(CSc2nnc(N)s2)o1	1.7
CCN=C1SC(C(=O)Nc2cc(Cl)cc(Cl)c2)CC(=O)N1CC (stereo not drawn)	0.2
O=[N+]([O-])c1ccc(-n2nncc2-c2ccccc2)cc1	-1.0
CN(C(=O)c1cccnc1)c1nnc(-c2cnccn2)s1	1.6
CC(=O)Nc1ccc(NC(=O)c2cc[n+]([O-])cc2)cc1	3.8
CN(CC(=O)Nc1ccccc1C(F)(F)F)C(=O)C1CC1	-1.1
N/C(=N\OC(=O)c1cccc2ccccc12)c1ccc(Br)cc1	0.1
Cc1cccc(C(=O)Nc2ccc(C(=O)N/N=C/c3ccco3)cc2)c1	-0.8
Nc1cc2c(cc1Cl)-c1ccccc1C2	0.5
c1ccc(Oc2ccc(-c3ccn[nH]3)cc2)cc1	-1.4
COC(=O)Nc1ccc(S(=O)(=O)N2CCCCC2)cc1	-1.2
Cc1ccc(C(=O)OCC(=O)NCC(F)(F)F)cc1C	0.3
CCOC(=O)C1CCN(C(=O)Cc2ccccc2OC)CC1	2.4
CN(C)N1C(N)=C(C#N)C(c2cccc3ccccc23)C2=C1CC(c1ccccc1)CC2=O (stereo not drawn)	-2.3
COc1ccccc1N(C(=O)Cn1nnc2ccccc21)C(C(=O)NCc1ccco1)c1ccc(C)o1 (stereo not drawn)	-2.1
NCCCC[C@H]1CNC(=S)N1CC1(c2ccccc2)CC1	-1.3
CC1(C)CC(NC(=O)Cc2ccc(Cl)cc2)CC(C)(C)N1	-1.1
O=C(CN1C2=NCCCN2c2ccccc21)c1cccs1	0.9
Cc1cccn2c(=O)c3cc(C(=O)NC(C)c4ccccc4)c(=N)n(CCCn4ccnc4)c3nc12 (stereo not drawn)	1.9
CN1C(=O)C(C)(C)c2cc(S(=O)(=O)N3CCCC(C(=O)NCc4ccc(F)cc4)C3)ccc21 (stereo not drawn)	-2.2
COc1ccccc1-c1nnc(NC(=O)c2ccccc2F)o1	-0.4
c1ccn2cc(-c3ccc4c(c3)OCCO4)nc2c1	-1.3
c1ccc(N2CCN(Cc3ccc4c(c3)OCO4)CC2)nc1	-0.6
COc1ccccc1NC(=O)c1ccc(COc2ccccc2OC)cc1	2.6
CCC(C)N(C(=O)c1csnn1)C(C(=O)NC(C)(C)C)c1ccccc1 (stereo not drawn)	1.7
CSc1ccccc1Nc1ncnc(N)n1	0.5
CC(C)CNC(=O)CSc1nnc(-c2ccccn2)n1Cc1ccccc1	1.8
COc1ccc(NC(C)=O)cc1NC(C)c1nc2sc(C)c(C)c2c(=O)[nH]1 (stereo not drawn)	-1.0
COc1cc2c(cc1NC(=O)CN(C)Cc1ccc(OC)c(OC)c1)oc1ccccc12	-0.3
CCc1c(C)nc(N2CCN(c3ccc(F)cc3)CC2)[nH]c1=O	0.3
Cc1ccc(N2C(=O)C3C(C(=O)c4ccccc4)=NN(c4ccccc4)C3C2=O)cc1 (stereo not drawn)	2.1
CCOc1ccc(N(CC(=O)N/N=C/c2ccc(OC(C)C)cc2)S(C)(=O)=O)cc1	8.0
CCN1C(=O)[C@H]2[C@@H](c3ccc(C)cc3)N3C(=O)N(c4ccc(C)cc4)C(=O)[C@@]3(Cc3ccccc3)[C@H]2C1=O	-0.9
O/N=C/c1ccccc1OCc1ccc(Cl)cc1	-0.3
O=C(c1cc(N2CCOCC2)c(F)cc1[N+](=O)[O-])N1CCOCC1	-0.1
CN(C(=O)CSc1nnc(-c2c[nH]c3ccccc23)o1)C1CCS(=O)(=O)C1 (stereo not drawn)	-0.6
CC1CCN(C(=O)c2nc[nH]c2C(=O)OCCNC(=O)OC(C)(C)C)CC1	1.2

Some of the entries so far, with the structure last:
TTR transcr act | molecule
0.5 | CSc1ccccc1Nc1ncnc(N)n1
1.8 | CC(C)CNC(=O)CSc1nnc(-c2ccccn2)n1Cc1ccccc1
-1.0 | COc1ccc(NC(C)=O)cc1NC(C)c1nc2sc(C)c(C)c2c(=O)[nH]1 (stereo not drawn)
-0.3 | COc1cc2c(cc1NC(=O)CN(C)Cc1ccc(OC)c(OC)c1)oc1ccccc12
0.3 | CCc1c(C)nc(N2CCN(c3ccc(F)cc3)CC2)[nH]c1=O
2.1 | Cc1ccc(N2C(=O)C3C(C(=O)c4ccccc4)=NN(c4ccccc4)C3C2=O)cc1 (stereo not drawn)

Remaining list, next part
molecule	TTR transcr act
CC1Nc2ncnc(N3CCc4ccccc4C3)c2N(Cc2ccc(Br)cc2)C1=O (stereo not drawn)	-3.6
C/C(=N\NC(=O)c1cccs1)c1cccnc1	9.9*
COc1ccc(S(=O)(=O)N2CCC(C(=O)NCc3cccnc3)CC2)cc1C	-1.9
CCOC(=O)/C=C1\CN(Cc2cc(OC)c(OC)c(OC)c2)S(=O)(=O)c2ccccc21	-6.5
COc1ccc(NC(=O)NC2CC3CCCC(C2)N3Cc2ccccc2)cc1 (stereo not drawn)	1.8
COCCn1c(-c2cccc(Br)c2)nc2c(c(=O)c3ccccc3n2C)c1=O	-1.6
Cc1[nH]c2ccccc2c1C(=O)C(=O)N1CCCc2ccccc21	-0.3
Cc1cc(N/N=C(/CCC(=O)O)C(=O)O)nc2ccccc12	0.7
Cn1nc(C(=O)Nc2ccc3c(c2)OCO3)c2ccccc2c1=O	-0.2
CCN(CC)C(=O)NC(c1ccc(C)c(F)c1)C(Cl)(Cl)Cl (stereo not drawn)	-0.5
Fc1cccc(Nc2nc(-c3ccncc3)nc3ccccc23)c1	-3.8
CC1CN(S(=O)(=O)c2ccc(NC(=O)c3ccco3)cc2)CC(C)O1 (stereo not drawn)	2.4
CON1C(=O)C(=O)N(OC)C(C)(C)C1(C)C	1.2
CCC(C)(C)c1ccc(OCCCC[n+]2cccc(C)c2C)c(C(C)(C)CC)c1	-6.2
COc1cc(OC)cc(C(=O)NC(C)c2ccc(Br)cc2)c1 (stereo not drawn)	-0.8
COC(=O)C1=C(C)N(C)C(=O)NC1c1ccc(O)c(OC)c1 (stereo not drawn)	3.8
COc1ccccc1C(=O)NCC(=O)N1CCN(S(=O)(=O)c2ccccc2C(F)(F)F)CC1	0.5
Cc1ccc2c(Cl)c(C(=O)N/N=C/c3cccn3C)sc2c1	1.2
Fc1ccccc1-c1nc(NCc2ccccc2)c2ccccc2n1	4.0
CCOC(=O)c1cnc2sccn2c1=O	4.6
C=CCNc1cc(F)ccc1S(=O)(=O)NCC=C	0.4
COc1ccc(Cc2nnc(NC(=O)C3CC(=O)N(CCc4ccc(F)cc4)C3)s2)cc1OC (stereo not drawn)	5.8
COC[C@@H]1CCCN1c1ccc2c(c1)O[C@H](C)CCN(C1CC1)S2(=O)=O	1.4
C[C@@H]1CCCCO[C@@H](CN(C)Cc2ccccc2)[C@@H](C)CN([C@H](C)CO)C(=O)c2cc(NC(=O)Nc3cccc4ccccc34)ccc2O1	-0.5
Cc1ccc(-n2c(C)nnc2SCC(=O)NC2CC2)cc1	0.3
CCc1nc2ccccc2c(C(=O)O)c1C	0.1
COc1ccc(-c2cc(NC=O)c3ncc(-c4cccc(C(=O)N(C)C)c4)n3c2)c(OC)c1	-1.1
C[C@H]1CN([C@@H](C)CO)C(=O)Cc2cc(NC(=O)CCC(F)(F)F)ccc2O[C@H]1CN(C)S(=O)(=O)c1ccc(F)cc1	-1.5
Cc1cccc(C(=O)Nc2onc(C)c2C#N)c1	4.9
O=C(C1CC(=O)N(C2CCCCC2)C1)N1CCN(c2ccccc2)CC1 (stereo not drawn)	-1.2
Cc1cc(C)c(C#N)c(N2CCN(c3ccc(F)cc3)CC2)n1	-2.0
CCCCNc1ccc(C(CC(N)=O)NC(=O)Cc2ccc(Br)cc2)cc1[N+](=O)[O-] (stereo not drawn)	2.1
Cc1ccc(C)c(OCC(O)CN2CCC(C)CC2)c1C (stereo not drawn)	-1.2
Cc1cc2nc(-c3ccccc3)cc(=O)n2[nH]1	0.4
Cc1[nH]n(-c2ccccc2)c(=S)c1C=NCCCN=Cc1c(C)[nH]n(-c2ccccc2)c1=S	-4.0
COc1ccccc1CCNC(=O)C1CCCO1 (stereo not drawn)	0.4
Cc1nnc(NC(=O)c2ccc3ccccc3c2)o1	0.1
COC(=O)C[C@H]1CC[C@@H]2[C@H](COc3ccc(NC(=O)NCc4ccccc4)cc3C(=O)N2C)O1	4.7
O=C(CNC(=O)c1ccc(Cl)cc1)c1ccc(Br)cc1	5.8
CCOC(=O)CNS(=O)(=O)c1ccc2c3c(cccc13)C(=O)N2CC	-1.3
COc1ccc(/C=C/C(=O)NC(=S)NNC(=O)c2cnccn2)cc1	-0.6
N#Cc1ccc(OCC(=O)OCC(=O)Nc2cc(C(F)(F)F)ccc2N2CCOCC2)cc1	3.1
Cn1c(SCC(N)=O)nnc1-c1ccc(S(=O)(=O)N2CCCC2)cc1	0.2
C/C(=N\NC(=O)c1ccn(C)n1)c1cccc(NC(=O)c2ccncc2)c1	0.5
CCC(=O)c1ccc(OCC(=O)OCC(=O)N2CCCc3ccccc32)cc1	1.0
COc1ccc(/C=C(/Sc2nnc(-c3ccc(Cl)cc3)o2)C(=O)O)cc1	-1.2
CO/N=C\Cc1oc(=O)c(NC(=O)c2ccccc2)cc1C(=O)OC	-2.3
CCOC(=O)CNC(=O)C1c2cc(OC)c(OC)cc2C(=O)N(C)C1c1ccccc1F (stereo not drawn)	0.1
CCOC(=O)c1c(NC(=O)c2ccccc2C)sc2c1CC(C)(C)OC2	-2.4
CCCCNC(=O)/C=C/c1ccc(OC)c(Br)c1	-0.3

From PubChem BioAssay
